Assay outcomes deposited in PubChem BioAssay by several laboratories.
Fam108B inh: Fam108B inhibition, counter-screen for RBBP9 inhibitors; recombinant Fam108B, FP-Rh probe fluorescence polarization; inhibition, % at 9.51 µM; 0.33% of 300,000 active;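 active means inhibition above the screen mean inhibition plus 3 SD, computed separately per campaign, cut at about 18% in these data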;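 further: inhibitors lower polarization as less probe binds the enzyme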
Efflux pump inh: inhibitors of Candida antifungal efflux pumps expressed in yeast. 0.44% of 330,000 active. S. cerevisiae Candida pump triplex, Nile Red efflux. AID 485275. inhibition, % at 10 µM;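 active means plate passing quality check with inhibition over a set limit, or well fluorescence over plate mean plus 4 SD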;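 further: Nile Red retained in pooled yeast measured as flow cytometry median fluorescence; 0% = buffer negative control and 100% = Enniatin B positive control; higher means more Nile Red kept so more efflux inhibition; some compounds called inactive have numbers as strong as hits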
MCL1-BIM inh: MCL1-BIM-BH3 interaction inhibition (human); inhibition, % at 10.9 µM; Q07820; GST-MCL1 / FITC-Bim-BH3 fluorescence polarization; 0.68% of 320,000 active; AID 2057;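 active means inhibition above the mean inhibition of all tested compounds plus 3 SD, set per campaign, cut at about 40% in these data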;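 further: 0% = DMSO wells and 100% = unlabeled Bim-BH3 peptide control; higher means more loss of mP so more displacement of Bim peptide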
Target sequence (Q07820 whole entry, looked up): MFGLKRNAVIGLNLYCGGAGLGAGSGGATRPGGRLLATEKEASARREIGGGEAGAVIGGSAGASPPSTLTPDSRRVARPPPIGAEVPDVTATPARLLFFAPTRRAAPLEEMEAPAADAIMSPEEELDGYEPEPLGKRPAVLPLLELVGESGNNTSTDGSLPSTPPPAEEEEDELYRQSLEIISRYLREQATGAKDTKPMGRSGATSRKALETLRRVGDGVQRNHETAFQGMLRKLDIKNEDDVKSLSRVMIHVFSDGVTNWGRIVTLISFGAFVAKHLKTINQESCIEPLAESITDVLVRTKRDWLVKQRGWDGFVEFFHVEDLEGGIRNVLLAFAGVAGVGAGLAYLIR
PME-1 inh: PME-1 (human) inhibition; Q9Y570; recombinant PME-1, FP-Rh probe fluorescence polarization; inhibition, % at 5.9 µM; 0.53% of 320,000 active; AID 2130;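 active means inhibition above the campaign mean of all compounds plus 3 SD, cut at about 26% in these data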;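 further: competitive labeling of PME-1 active site by serine hydrolase directed probe; 0% = PME-1 with DMSO and 100% = wells lacking PME-1 enzyme; inhibitors block probe labeling so polarization falls and inhibition rises; many of its hits are not listed in these tables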
MEX-5 binding: C. elegans MEX-5 TCR-2 RNA binding activity; activity score (negative = inhibition of binding), % at 10 µM; Q9XUB2; AID 1832; MEX-5/FITC-TCR2 RNA binding, fluorescence polarization; stronger effect = lower value; 0.38% of 300,000 active;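 active means inhibition past about -25% in most replicates, and total fluorescence under double the plate's negative control median, limit read from the data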;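 further: 0% = DMSO and -100% = 5 µM competing unlabeled TCR2 RNA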
Bcl-xL primary: blocks human Bcl-xL binding to Bim BH3 peptide; inhibition, % at 10.9 µM; 0.7% of 320,000 active; GST-Bcl-xL / FITC-Bim BH3 peptide fluorescence polarization;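 active means inhibition above the mean of all tested compounds plus 3 SD, cutoff set per campaign, cut at about 30% in these data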;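 further: 0% = DMSO wells and 100% = unlabeled Bim-BH3 peptide competitor; inhibitors lower millipolarization by displacing the labeled peptide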
Target sequence (Q07817 whole entry, looked up): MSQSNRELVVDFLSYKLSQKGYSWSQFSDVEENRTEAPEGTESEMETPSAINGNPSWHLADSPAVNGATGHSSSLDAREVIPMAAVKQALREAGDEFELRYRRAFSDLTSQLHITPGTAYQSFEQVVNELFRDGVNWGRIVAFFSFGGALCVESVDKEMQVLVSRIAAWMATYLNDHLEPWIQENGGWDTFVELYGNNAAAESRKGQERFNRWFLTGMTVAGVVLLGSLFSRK
VLA-4 inh: inhibition in a human VLA-4 binding assay; VLA-4 expressing cells, ligand binding flow cytometry; inhibition, % (about 7 µM as worked out from the volumes in the protocol); 0.2% of 330,000 active; AID 2557; in the data active means inhibition above about 50%
GRK2 inh: blocks RNA aptamer binding to human GRK2 | P25098 | bead flow cytometry, FAM-aptamer displacement from GRK2 | inhibition of aptamer binding, % at 10 µM | 0.59% of 330,000 active | AID 488847;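 active means inhibition of aptamer binding above 40%, roughly 3 SD of noise, on plates passing a quality check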;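 further: median bead fluorescence of bound FAM aptamer so fluorescent compounds give negative values; no value below 0 was filed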
GLD-1 TGE inh: GLD-1-TGE RNA interaction inhibition (C. elegans). Q17339. 0.44% of 320,000 active. purified GLD-1 + fluorescein TGE RNA, fluorescence polarization. inhibition, % at 5.96 µM. AID 2280;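 active means percent inhibition above a per-plate cutoff, the plate mean of test compounds plus 3 SD, cut at about 30% in these data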;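 further: 0% = DMSO wells with GLD-1 and probe and 100% = wells lacking GLD-1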
Target sequence (Q17339 whole entry, looked up): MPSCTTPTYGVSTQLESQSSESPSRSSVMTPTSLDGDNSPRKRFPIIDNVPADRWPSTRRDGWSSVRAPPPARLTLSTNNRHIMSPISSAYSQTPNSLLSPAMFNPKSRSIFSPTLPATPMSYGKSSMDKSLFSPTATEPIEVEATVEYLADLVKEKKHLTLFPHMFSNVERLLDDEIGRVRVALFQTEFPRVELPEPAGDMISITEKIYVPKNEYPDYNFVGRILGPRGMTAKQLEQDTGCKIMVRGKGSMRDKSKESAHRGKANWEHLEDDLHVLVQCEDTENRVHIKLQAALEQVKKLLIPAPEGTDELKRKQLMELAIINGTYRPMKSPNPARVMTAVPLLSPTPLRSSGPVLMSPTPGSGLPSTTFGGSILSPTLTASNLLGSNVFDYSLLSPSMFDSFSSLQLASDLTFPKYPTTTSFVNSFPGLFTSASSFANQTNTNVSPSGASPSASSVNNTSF
Starred values were filed as active, the others as inactive; . = not tested or not shown; & = joins results of further samples.

SMILES	Fam108B inh	Efflux pump inh	MCL1-BIM inh	PME-1 inh	MEX-5 binding	Bcl-xL primary	VLA-4 inh	GRK2 inh	GLD-1 TGE inh
O=C1N=C(N2CCCCC2)S/C1=C\c1ccc(Br)cc1	-5	0.3	-4	3	-1.4	-2	12	1	6
COc1ccc(CCNC(=O)C(=O)NCCOc2ccccc2Cl)cc1OC	-12	0.4	1	-2	3.1	-4	12	0	14
O=C(Cc1c(F)cccc1Cl)OCC(=O)N1CCN(c2ccccc2)CC1	.	-0.1	.	.	.	.	-7	0	2
CC(NS(=O)(=O)c1ccccc1)C(=O)Nc1ccc(S(N)(=O)=O)cc1 (stereo not given)	3	0.1	11	-2	0.7	8	-8	2	-2
CC(=O)c1c[nH]c(C(=O)NCC2CCCO2)c1 (stereo not given)	-2	0.0	-5	-3	1.7	4	2	0	-3
COC(=O)c1c(C)[nH]c(C(=O)CC#N)c1C	-5	0.0	-20	3	3.0	-10	-269	1	-1
CC(=O)Nc1cccc(NC(=O)CSc2ccc(-c3cccnc3)nn2)c1	-5	0.0	-1	-3	0.0	9	-3	4	1
Cc1ccc(NC(=O)Cn2nc(-c3ccccc3)nc2-c2ccccc2)c(C)c1	-9	-0.1	-6	-1	-0.6	2	10	5	8
CC(C)NC(=O)C(C)N1CCN(S(=O)(=O)c2ccc3ccccc3c2)CC1 (stereo not given)	-5	0.6	0	-8	-1.6	-12	0	1	-1
O=S(=O)(Cc1cc(Sc2ccccc2)nc(-c2ccccc2)n1)c1ccccc1	1	0.2	9	-15	3.0	4	-4	0	6
CCCNCc1nnc(-c2ccccc2Cl)o1	3	0.5	2	2	1.7	4	-7	0	-1
C=CCOc1ccc(/C(O)=C2/C(=O)C(=O)N(CCCn3ccnc3)C2c2ccco2)cc1 (stereo not given)	-4	0.6	6	-1	4.6	0	1	0	-1
COc1cccc(N2CC(NC(=O)c3cccc4ccccc34)CC2=O)c1 (stereo not given)	-6	0.0	-2	11	0.2	2	1	2	8
CCC1(C)N(O)C(C)(C)C(c2ccc(F)cc2)=[N+]1[O-] (stereo not given)	-1	0.0	8	-1	0.7	7	0	0	4
CCN(CC)S(=O)(=O)c1ccc(NS(=O)(=O)c2ccc(O)c([N+](=O)[O-])c2)cc1	1	0.0	9	-1	2.0	6	3	0	3
Cc1cc(C)n2nc(C(=O)OCC(=O)Nc3ccc(C)c(F)c3)nc2n1	.	0.1	.	.	.	.	8	0	3
C/C(=N\NC(=O)c1cc(C)nc2ccccc12)c1cccc(Cl)c1	-2	-0.5	6	-2	-0.5	7	14	0	7
Cc1nn(C)cc1S(=O)(=O)N1CCN(Cc2ccccc2Cl)CC1	3	-0.1	8	5	-1.8	5	-1	2	8
O=c1[nH]c(C(F)(F)F)nc2c1nnn2Cc1ccccc1F	-1	0.2	-2	-4	1.8	-3	-9	0	2
CCN1CCN(CC(=O)c2c[nH]c3ccccc23)CC1	2	0.4	-11	-3	-1.1	-3	-9	0	-13
COc1ccc([N+](=O)[O-])cc1Nc1c2ccccc2nc2ccccc12	-1	0.2	7	12	-3.9	3	0	2	4
COC(=O)c1sc(NC(=O)c2c(C)noc2C)nc1C	-5	0.2	-4	-1	0.0	1	-1	3	3
CC(=O)Nc1ccc(S(=O)(=O)Nc2cc(C)ccn2)cc1	-4	-0.1	0	-3	0.1	-3	11	1	5
COc1c(C(C)C)oc2cc3oc(=O)ccc3cc12	3	0.0	-5	6	-0.9	0	-8	1	-5
CCCCNC(=O)C1CCC(CNc2c(N3CCC(C)CC3)c(=O)c2=O)CC1 (stereo not given)	-2	0.0	5	-6	-2.8	6	0	2	-2
New compounds follow:
SMILES	Fam108B inh	Efflux pump inh	MCL1-BIM inh	PME-1 inh	MEX-5 binding	Bcl-xL primary	VLA-4 inh	GRK2 inh	GLD-1 TGE inh
Brc1ccc2[nH]c3nc(SCCN4CCOCC4)nnc3c2c1	-5&-1	0.0&-0.1	0&5	-4&-1	0.4&-0.9	8&7	5&3	2&0	9&8
COc1ccc(C(C[N+](=O)[O-])c2c(-c3ccccc3)cc3ccccn23)c(OC)c1 (stereo not given)	-1	-0.3	-4	1	-0.7	2	14	0	-3
CC(C)=CCC(C)(C)C1OCCN1C(=O)Nc1ccccc1 (stereo not given)	-6	0.2	9	-3	-0.5	1	-27	4	3
CCOc1cc(-c2cc(N)n[nH]2)cc(OCC)c1OCC	8	-0.1	5	-3	-3.6	8	-17	0	2
Cc1ccc(-c2noc(CN(C(=O)CCCCCN3C(=O)c4ccccc4C3=O)C(C)C)n2)cc1	-3	-0.1	5	-7	-1.4	4	0	0	5
COc1ccccc1NC(=O)/C=C\C(=O)O	2	0.0	14	9	-0.1	6	2	0	3
CC(C)N(Cc1nccn1C)C(=O)CC1C(=O)NCCN1Cc1ccc(F)c(F)c1 (stereo not given)	-7	-2.6	26	2	-3.4	25	-17	4	38*
COc1ccc(NC(=O)CCC(=O)OCC(=O)c2ccc(Oc3ccc([N+](=O)[O-])cc3)cc2)cc1	-2	0.0	37	2	-3.5	-5	8	0	-4
O=C(Nc1ccc(Br)cc1)c1cccn1-c1ncc(C(F)(F)F)cc1Cl	-17	0.5	-7	-22	2.0	-5	7	1	14
CC/C(=N\NC(=O)Nc1nonc1N)c1ccc(OC)c(OC)c1	-2	0.0	3	-6	-2.7	-2	0	2	-4
COc1ccc(OC)c(CNC(=O)CCSCc2ccc(F)cc2Cl)c1	-4	0.0	-2	1	-3.4	-2	19	5	2
COC(=O)c1cccc(NC(=O)CSc2nnc(C)n2Cc2ccccc2)c1	4	0.0	11	2	-0.5	6	29	3	2
NS(=O)(=O)c1ccc(CCNC(=O)C(=O)NCC2OCCN2C(=O)c2ccc3c(c2)OCO3)cc1 (stereo not given)	2	-0.2	6	2	1.0	-11	-6	0	5
CC(C)C(=O)NNc1nc2ccccc2s1	-3	0.0	-1	-4	-0.2	-1	1	0	1
CC(C)/C(C=O)=C(/NC1CCCCC1)c1ccccc1	2	0.0	1	-2	.	0	-2	0	8
Cc1ccc(S(=O)(=O)N2CCC(C(=O)N3CCC[C@H]3C(=O)NCC(C)C)CC2)cc1	3	0.1	3	8	-2.8	-3	8	0	-2
Cc1ccccc1C(=O)N1CCC(C(=O)N(CC(C)C)c2c(N)n(Cc3ccccc3)c(=O)[nH]c2=O)CC1	2	-0.1	0	-5	5.0	-1	4	0	9
CCN(CC)S(=O)(=O)c1cccc(C(=O)NC(Cc2c[nH]c3ccccc23)c2nnc3n2CCC3)c1 (stereo not given)	-1	0.0	1	-1	2.0	-2	5	2	1
CC(=O)Oc1ccc(N2C(=O)CC(N3CCOCC3)C2=O)cc1 (stereo not given)	1	0.1	10	-6	-0.8	5	1	1	14
CC1CCN(C(=O)C(C)OC(=O)CSc2ccc([N+](=O)[O-])cc2)CC1 (stereo not given)	.	0.0	4	6	.	2	5	0	8
COc1ccc2oc(C(=O)OCC(=O)NC3CCCCC3)c(C)c2c1	-4	-0.1	7	2	1.1	2	-2	5	0
CC(=O)Nc1nc2ccc(Br)cc2s1	6	0.1	-2	0	-1.7	5	5	0	5
CC(Nc1nc(Nc2ccc(F)cc2)nc(SCC(N)=O)n1)c1ccccc1 (stereo not given)	-4	0.2	10	10	-4.7	2	0	1	1
O=C(C[n+]1ccccc1)Nc1ccc(Cl)c([N+](=O)[O-])c1	-1	0.0	-5	-7	0.4	7	18	0	-1
O=C(NCCc1ccccc1)c1cc(-c2ccco2)on1	-6	-0.1	-3	-4	-1.3	-3	-22	1	-17
(list continues)
SMILES	Fam108B inh	Efflux pump inh	MCL1-BIM inh	PME-1 inh	MEX-5 binding	Bcl-xL primary	VLA-4 inh	GRK2 inh	GLD-1 TGE inh
O=C(C1CCN(S(=O)(=O)N2CCOCC2)CC1)N1CCN(c2ccc(F)cc2)CC1	-2	0.0	-6	-4	1.1	2	2	3	1
Cc1ccc(C2(c3ccccc3)NC(=O)N(CC(=O)NCc3ccccc3)C2=O)cc1C (stereo not given)	.	0.0	-14	-6	.	-3	-10	0	2
Cn1cccc1-c1nc2ccccc2n1Cc1ccccc1	-3	0.1	-7	-5	2.2	-2	11	0	-1
O=S(=O)(NCC1CCCO1)c1ccc(S(=O)(=O)N(Cc2ccc(F)cc2)Cc2ccccn2)cc1 (stereo not given)	1	0.2	6	6	.	8	2	1	5
Cc1ccc(-c2nnc3ccc(SCC(=O)N4CCCc5ccccc54)nn23)cc1	1	0.9	2	-3	4.8	1	-6	7	2
Cc1ccc(C)c(-c2nc3cc(N)ccc3o2)c1	5	-0.1	6	6	0.3	7	10	2	1
Cn1cnc(S(=O)(=O)Nc2ccc3c(c2)OCCO3)c1	-1	0.1	4	-4	1.9	7	20	2	4
COc1ccc(/C=N/NC(=O)COc2ccccc2-c2ccccc2)cc1	-1	0.1	-4	-5	-0.5	1	23	3	-1
C=CCC[C@H](Cc1ccc(F)cc1)C(=O)OC[C@@H](NC(=O)[C@H](CC=C)CC(=O)NCCO)C(C)(C)C	.	0.3	.	.	.	.	-5	0	6
O=[N+]([O-])c1ccc(CN2CCSCC2)cc1	3	0.0	2	3	1.0	7	1	0	11
O=C(Cn1nc(C(=O)O)c2ccccc2c1=O)Nc1cc(Cl)ccc1-n1cncn1	.	-0.2	2	4	.	-1	8	0	-1
N#Cc1cnn2c1nc(N1CCCCC1)c1ccccc12	3	0.0	10	-6	-2.6	9	15	3	9
OCC1(Cc2ccccc2)CCN(C2CCN(c3ccccc3F)CC2)CC1	-2	0.1	6	-1	.	3	11	2	-3
CCc1sc(C(=O)Nc2ccc3nc(C)sc3c2)cc1C	.	-0.1	.	.	.	.	14	3	-16
Cc1nnsc1NC(=O)OCC(C)(C)C	0	0.0	1	-8	0.3	2	1	3	-5
O=C(NCCc1cccc(F)c1)C1CCC(=O)N(CCCc2ccccc2)C1 (stereo not given)	2	0.0	6	3	-0.7	0	-1	0	-4
CCn1c(SCC(=O)Nc2ccc3c(c2)OCO3)nnc1C(C)C	2	-0.2	8	1	-0.3	7	1	2	-1
CSc1nc(C)cc(Oc2ccccc2)n1	-2	0.1	2	3	0.8	7	-4	2	5
CCN(CC)C(=O)CSc1ncnc2sc(C)c(C)c12	2	0.0	11	-7	-0.5	6	-3	0	3
CN(CC(=O)Nc1ccc(F)c(F)c1F)C(=O)c1ccc2c(c1)S(=O)(=O)N=C1CCCCCN12	0	0.2	-7	-2	-1.7	-2	10	0	-4
CCC(=O)NCCc1nc2cc(NC(=O)c3ccco3)ccc2n1C	3	-0.2	6	0	1.4	7	2	13	3
COCCNC(=O)C(C)N(c1ccc(OC)cc1)S(C)(=O)=O (stereo not given)	2	0.0	10	2	1.8	4	0	1	6
CCC(=O)c1ccc(OCC(=O)OCC(=O)NC2CCCCCCC2)cc1	4	0.2	6	-1	0.6	-1	18	4	1
COCCCN1C(=O)/C(=C/c2ccc(CNS(=O)(=O)c3ccccc3)o2)C(C(=O)OC)=C1C	2	0.1	-2	-1	-0.8	4	1	0	0
Cc1cccc(OCc2nnc(SCn3nnc4ccccc4c3=O)o2)c1	0	-0.1	3	-4	0.5	-2	3	5	0
CN(C)CCCNC(=O)/C(=C\c1ccc(-c2ccc(Br)cc2)o1)NC(=O)c1ccccc1	1	0.0	-7	7	-1.5	-7	2	0	-29
COc1cc(/C(C)=C/c2ccccc2)c2c(c1)oc1ccccc12	0	-0.1	-1	-5	-1.6	4	-11	2	11

Not all compounds are listed (hit frequency here may not be typical).
